LMPTP block: blocks human LMPTP phosphatase. recombinant LMPTP-A, OMFP fluorogenic substrate, fluorescence intensity. P24666. 360,000 tested, 0.22% active. inhibition, % at 20 µM;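 active = compounds that cut the enzyme signal by at least half of the control window in the single-dose screen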;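 note: plate controls were DMSO wells with enzyme plus substrate for no effect and substrate without enzyme for full effect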
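Test system: LMPTP-A phosphatase enzyme. Amount: LMPTP-A at 0.625 nM final in the reaction. Reagent: OMFP substrate, 400 µM final. Times: 50 min at room temperature. Signal: endpoint fluorescence intensity from OMFP dephosphorylation. Read-out basis: % inhibition. Benchmarks: no-enzyme and uninhibited controls.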
DNMT1 block: inhibitors of human DNMT1 | 360,000 tested, 0.83% active | inhibition (reported as % activation of signal), % at 10 µM | DNMT1 molecular beacon, Hinp1I cleavage, fluorescence | P26358; in the data active = inhibition above about 50%
TbMetRS inhib: Trypanosoma brucei MetRS inhibition; purified T. brucei MetRS, ATP depletion, Kinase-Glo luminescence; inhibition, % at 11.9 µM; 360,000 tested, 0.4% active;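 active = inhibition above a per-plate cutoff of the control wells' mean inhibition plus 3 SD, cut at about 5.5% in these data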;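 note: 0% = DMSO wells median and 100% = median of wells with control inhibitor compound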
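Dosing: 11.9 µM single point; system: parasite MetRS enzyme; technique: luminescence of leftover ATP; times: 15 min enzyme-compound preincubation, 2 h reaction, 10 min detection, 25 °C; replicates: each compound tested once; read-out basis: percent inhibition relative to median high and low control wells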
SUMO1 PPI mod: modulators of human SUMO1-mediated protein-protein interactions. SUMO1 binding to a labelled peptide, TR-FRET, 1 h. inhibition, % at 20 µM. 360,000 tested, 0.33% active; in the data active = inhibition above about 37%
NadD inh: inhibitors of Staphylococcus aureus NadD | inhibition, % at 20 µM | 360,000 tested, 0.78% active | purified NadD enzyme, colorimetric absorbance read-out | AID 602399; in the data active = inhibition above about 26%; note: some compounds past the cut are filed as inactive
Scp1 inh: inhibitors of human Scp-1 phosphatase; Q9GZU7; Recombinant Scp1, phosphopeptide, malachite green phosphate absorbance; inhibition, % at 20 µM; 340,000 tested, 0.88% active; AID 493091;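 active = inhibition above about 50% at 20 µM, limit read from the data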;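 note: plate controls were DMSO wells with enzyme for no effect and wells lacking enzyme for full effect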
Target sequence (Q9GZU7 76-261 limits assumed): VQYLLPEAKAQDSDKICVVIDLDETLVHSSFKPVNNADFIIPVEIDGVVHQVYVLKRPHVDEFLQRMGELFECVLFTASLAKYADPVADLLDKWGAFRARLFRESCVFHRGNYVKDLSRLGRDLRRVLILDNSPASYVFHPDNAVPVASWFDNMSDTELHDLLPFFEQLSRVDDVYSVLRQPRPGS
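Test system: SCP-1 catalytic domain; Buffer or medium: Acidic Tris acetate buffer with magnesium and detergent; Also added: Phosphorylated 17-residue peptide substrate; Compound: single 20 µM dose, 1% DMSO; Schedule: enzyme reaction 45 min at room temperature, colour 5 min, stabilisation 30 min; Signal: Phosphate-binding colour reagent, absorbance read at 630 nm.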
Neddyl block: inhibitors of human cullin neddylation; P61081+Q13564; TR-FRET cullin neddylation, biochemical; calls only at 25 µM; 360,000 tested, 0.58% active; in the data active = inhibition above about 36%
NRP1-CendR mod: alters CendR peptide binding to human NRP-1. O14786. FAM-RPARPAR peptide binding to NRP-1, fluorescence polarization. inhibition, % at 25 µM. 360,000 tested, 0.85% active;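 active = inhibition or corrected inhibition above about 18%, plus a signal ratio from 0.5 to 1.5, limit read from the data, passing the limit was not always enough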; note: strong numbers were not always called active
Target sequence (O14786 whole entry, looked up): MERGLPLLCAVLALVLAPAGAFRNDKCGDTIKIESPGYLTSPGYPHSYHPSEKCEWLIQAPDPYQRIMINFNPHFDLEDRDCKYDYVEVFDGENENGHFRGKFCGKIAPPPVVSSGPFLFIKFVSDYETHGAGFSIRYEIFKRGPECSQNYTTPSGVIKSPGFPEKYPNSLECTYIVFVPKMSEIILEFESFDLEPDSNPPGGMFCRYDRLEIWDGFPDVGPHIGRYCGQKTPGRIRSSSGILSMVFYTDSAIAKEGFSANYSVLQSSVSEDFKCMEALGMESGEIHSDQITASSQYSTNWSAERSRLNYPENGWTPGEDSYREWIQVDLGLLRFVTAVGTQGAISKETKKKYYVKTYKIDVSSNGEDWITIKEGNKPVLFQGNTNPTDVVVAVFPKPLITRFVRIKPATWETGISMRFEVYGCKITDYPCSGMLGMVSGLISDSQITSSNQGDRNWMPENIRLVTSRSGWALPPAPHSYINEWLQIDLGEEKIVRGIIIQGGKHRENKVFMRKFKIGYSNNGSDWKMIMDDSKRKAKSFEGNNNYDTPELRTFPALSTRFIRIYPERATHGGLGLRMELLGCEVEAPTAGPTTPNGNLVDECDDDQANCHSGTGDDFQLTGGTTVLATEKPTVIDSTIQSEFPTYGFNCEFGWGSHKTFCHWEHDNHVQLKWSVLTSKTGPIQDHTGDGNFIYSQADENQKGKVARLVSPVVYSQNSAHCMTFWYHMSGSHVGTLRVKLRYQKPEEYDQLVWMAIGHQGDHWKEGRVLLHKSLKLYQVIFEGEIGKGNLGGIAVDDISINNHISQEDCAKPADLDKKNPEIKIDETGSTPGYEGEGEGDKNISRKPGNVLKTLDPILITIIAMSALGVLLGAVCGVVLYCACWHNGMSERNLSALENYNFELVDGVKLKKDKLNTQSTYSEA
SKN-1 block: blocks SKN-1 activity in C. elegans; AID 624304; inhibition, % at 21.8 µM; C. elegans VP596 Pgst-4::GFP/RFP ratio, acrylamide-induced, 24 h; 360,000 tested, 0.49% active;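 active = interference check ratio from 0.5 to 1.5 plus GFP to RFP signal ratio inhibition reaching or exceeding a fixed threshold, cut at about 30% in these data, passing the limit was not always enough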; note: some compounds called inactive have numbers as strong as hits
STEP block: inhibitors of human striatal-enriched phosphatase STEP. P54829. recombinant STEP, OMFP fluorogenic substrate, fluorescence. inhibition, % at 20 µM. 360,000 tested, 0.25% active. AID 588621;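 active = inhibition at 20 µM, scaled per plate between control wells, above about 37%, limit read from the data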;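 note: 0% = DMSO with enzyme and substrate and 100% = substrate only without enzyme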
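Material: STEP (striatal-enriched tyrosine phosphatase) enzyme, cell-free; Compound dosing: 20 µM single dose in 1% DMSO; Technique: fluorescence read at 480 nm ex / 540 nm em; Times: reaction 20 min, ambient temperature; Medium: 50 mM Bis-Tris pH 6.0 with 2.5 mM DTT and 0.005% Tween 20; Also added: OMFP at 25 µM.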
* = called active by the depositor; i = inactive; x = no result given.

SMILES | LMPTP block | DNMT1 block | TbMetRS inhib | SUMO1 PPI mod | NadD inh | Scp1 inh | Neddyl block | NRP1-CendR mod | SKN-1 block | STEP block
Cc1ccc(NC(=S)N(CCN2CCCCC2)Cc2ccco2)cc1 | -1.3 | -4 | -0.7 | 0 | -17 | 1 | i | 3 | -1 | -2
CN(C)c1ccc(NC(=O)c2cc3c(=O)n4ccccc4nc3n2C)cc1 | 1.4 | -3 | -0.1 | -4 | -2 | -4 | i | -19 | 32 | 0
CC(=O)N(CCCN1CCOCC1)Cc1ccncc1 | -13 | -3 | -0.2 | -5 | 4 | 0 | i | 8 | 4 | 2
COc1ccc(OCC(=O)NNC(=O)C2CCC2)cc1 | -0.3 | 0 | -0.1 | -1 | -1 | 0 | i | 13 | 5 | -3
CN(/N=C/c1cc(Br)cc(Br)c1O)c1ccccc1 | 2.8 | -6 | -0.3 | 7 | -4 | -16 | i | 6 | -2 | 3
CCc1ccc(/C=C2\SC(=S)N(CCC(=O)N3CCN(C)CC3)C2=O)cc1 | -4.2 | -1 | -1.1 | -23 | 0 | 1 | i | -35 | 5 | -1
Cc1cc(C)n(-c2cc(N3CCN(C(=O)c4cccc(F)c4)CC3)ccc2[N+](=O)[O-])n1 | 0.9 | 3 | -0.4 | -18 | 1 | 3 | i | 9 | -16 | -1
COc1ccc(NC2CS(=O)(=O)CC2OC(=O)c2ccc(F)cc2)cc1 (stereo unspecified) | -0.3 | 5 | 0.6 | 3 | 1 | -10 | i | -16 | 8 | 2
O=C(Cc1ccccn1)Nc1ccccc1 | -1.1 | -6 | -0.8 | 0 | 1 | 1 | i | -2 | 16 | -3
O=C(CN1C(=O)c2cccc3cccc1c23)NCc1ccc2c(c1)OCO2 | -0.5 | -4 | 0.1 | -13 | -11 | -3 | i | 3 | -2 | -3
CCN(CC)C(=O)c1ccc(S(=O)(=O)Cc2ccc(C)cc2)c([N+](=O)[O-])c1 | -0.8 | 3 | -0.5 | -29 | -4 | -10 | i | 3 | 18 | 0
OCCCN1CCN(CCCOc2ccccc2-c2ccccc2)CC1 | -2.7 | 3 | -0.7 | 3 | -7 | -9 | i | 3 | 13 | -2
CCOC(=O)c1cc(-c2ccccc2)sc1NC(=O)c1cc(OC)c(OC)c(OC)c1 | 1.7 | 2 | -0.1 | 5 | -10 | -10 | x | 3 | 2 | -1
O=C(NNC(=O)c1cc(F)c(F)cc1Cl)c1ccc(NS(=O)(=O)c2cccs2)cc1 | -0.6 | 4 | -0.2 | 1 | 1 | -9 | i | -4 | 1 | -2
CC(=O)COc1ccc2c(-c3ccccc3)cc(=O)oc2c1C | -0.6 | 0 | -1.2 | -23 | -5 | -2 | i | 9 | -19 | 4
COCCN(C(=S)Nc1cccc(C)c1)C(C)c1cccnc1 (stereo unspecified) | -0.2 | 1 | 0.3 | 6 | 7 | 3 | i | 2 | 4 | -4
COc1cc(C(=O)NCc2nnc(SCC(=O)NC3CCCCC3)o2)cc(OC)c1OC | -0.8 | 2 | 0.6 | 4 | -3 | -5 | i | 9 | 13 | 0
OC(COC(c1ccc(Cl)cc1)c1ccc(Cl)cc1)CN1CCc2ccccc2C1 (stereo unspecified) | 8.0 | -7 | -0.1 | 3 | -1 | 11 | i | -13 | -1 | 2
CCN(c1ccccc1)S(=O)(=O)c1ccc(Cl)c(NC(=O)COC(=O)c2ccc(Cl)c(N)c2)c1 | 2.9 | -8 | -0.2 | 6 | 2 | -1 | i | -4 | 4 | -1
CCN(CC)S(=O)(=O)c1cccc(C(=O)NNC(=O)C2=NN(c3ccccc3)C(=O)CC2)c1 | -2.1 | 0 | -0.2 | 3 | -4 | -6 | i | 7 | 18 | -2
CCCCNC(=O)Nc1nnc(-c2ccc(OCC)cc2)o1 | -0.9 | 0 | 0.4 | -1 | 3 | 1 | i | -3 | 12 | 0
S=C(Nc1ccc(Cl)cc1)Nc1ccc2cn[nH]c2c1 | 0.6 | -16 | 0.7 | 5 | 1 | -5 | i | -4 | 1 | 3
Cc1ccc(Cl)c(OCC(=O)Nc2cccnc2)c1 | 2.0 | 1 | -0.4 | 2 | 4 | 1 | i | -3 | 9 | -2
Cc1ccc(C)c(OCc2cc(C(=O)N3CCN(C4CCCCC4)CC3)no2)c1 | -0.4 | -16 | -0.3 | -5 | 0 | x | i | -14 | 8 | 0
Cc1ccc(CNC(=O)CN2C(C)CCCC2C)cc1 (stereo unspecified) | 1.5 | -2 | -1.0 | -2 | -7 | 2 | i | 11 | 5 | -1
COc1ccccc1CNC(=O)CSc1n[nH]c(N)n1 | 0.1 | 1 | -0.3 | 19 | -4 | -3 | i | 4 | -15 | 0
Cc1cccc(N2CC(c3nc4ccccc4[nH]3)CC2=O)c1 (stereo unspecified) | -0.4 | -1 | 3.1 | -1 | 1 | -4 | i | 0 | -3 | 2
Cc1[nH]n(-c2ccccc2)c(=O)c1C(=O)c1cccc(F)c1 | 0.0 | 10 | -1.0 | 0 | 1 | -5 | i | -2 | -1 | 2
Cc1ccc(C2(C)NC(=O)N(CC(=O)NNC(=O)c3ccoc3C)C2=O)cc1 (stereo unspecified) | -1.3 | 2 | -0.4 | -3 | 0 | -1 | i | 5 | 3 | 0
COc1cccc(-c2cc(C(=O)NCC3CCCO3)c3cc(Br)cc(C)c3n2)c1 (stereo unspecified) | 5.2 | 2 | -0.5 | 13 | -2 | -2 | i | 3 | -11 | 3
O=c1c2c([nH]c3ccc(Br)cc13)CCCC2 | 0.2 | 4 | 14* | 4 | -3 | 6 | i | -5 | 22 | -2
O/N=C/Cc1[nH]c2ccccc2c1-c1ccccc1 | 0.4 | 0 | 3.5 | -1 | -5 | -5 | i | 4 | 16 | -2
COc1ccccc1N1CCN(CC(=O)c2c(C)[nH]c3cc(C)ccc23)CC1 | 0.5 | -8 | -1.0 | 1 | -7 | -12 | i | 10 | 15 | 2
CC(=O)c1ccc2c(c1)C1C=CCC1C(c1cc3c(cc1Br)OCO3)N2 (stereo unspecified) | 0.4 | -23 | 0.2 | 4 | 20 | 1 | i | -10 | 10 | -1
CC(C)CCSc1nnc(N)s1 | -0.7 | -4 | -0.6 | 1 | -4 | -11 | i | 14 | -7 | -3
CNc1ccc(N=Nc2cccc3ncccc23)cc1 | 7.3 | -8 | -0.1 | -54 | -2 | -5 | i | 23 | 11 | 8
CC(C)Cc1cc(C(=O)NCCCN2CCOCC2)no1 | -3.3 | 2 | 0.1 | -10 | 1 | -12 | i | 1 | -1 | -1
CCOc1cc(N2CCOCC2)c(OCC)cc1NC(=O)C1=COCCO1 | 1.3 | 4 | -0.3 | 4 | -3 | 4 | i | 5 | -24 | 3
COc1ccc(CN2C(=O)c3ccccc3C2=O)cc1C(=O)N(C)CC(=O)Nc1ccc(C)cc1 | -0.1 | 2 | -0.2 | -10 | -4 | x | i | 0 | 9 | -2
Cc1ccc(NC(=O)C2=C(O)CCn3c2nc2ccccc23)cc1 | 0.6 | 12 | -0.1 | 4 | -6 | -12 | i | -3 | 14 | 4
NS(=O)(=O)c1ccc(CCNC(=O)c2ccccc2F)cc1 | -0.9 | 0 | -1.1 | 0 | -2 | -7 | i | -10 | -6 | 1
CC1(C2CC2)NC(=O)N(CC(=O)N2CCN(S(=O)(=O)c3ccc(F)c(F)c3)CC2)C1=O (stereo unspecified) | 0.8 | -2 | -0.3 | -3 | 11 | 11 | i | -9 | -6 | 1
COc1ccc(N)cc1C#N | -0.2 | 6 | 0.8 | 3 | 0 | -9 | i | 8 | 15 | 3
COc1cccc(C(=O)NCCCNC(=O)c2cccnc2)c1 | -1.0 | 1 | 0.2 | 2 | 0 | -2 | i | 2 | 2 | -2
CCc1ccc(CNC(=O)C2CCCN(c3nnc(C)c4c(C)n(-c5ccccc5)nc34)C2)cc1 (stereo unspecified) | 11 | -3 | -0.5 | 4 | 7 | 7 | x | -67 | 10 | 0
CCOC(=O)c1c(C)[nH]c(C(=O)OCC(=O)c2ccc3c(c2)NC(=O)CO3)c1C | 0.8 | -14 | -0.3 | 0 | -4 | -6 | i | -22 | 4 | -3
COCCNC(=S)N=Nc1c(O)[nH]c2ccc([N+](=O)[O-])cc12 | 2.8 | -6 | 0.5 | -13 | 0 | -16 | i | -4 | 7 | 1
O=C(Nc1c(-c2ccccc2)[nH][nH]c1=O)c1ccc2c(c1)OCO2 | -0.6 | x | -1.2 | 23 | x | x | i | -12 | 12 | x
CCCNC(=O)C1(C)CCCN(C(=O)c2ccccc2F)C1 (stereo unspecified) | -1.5 | 5 | 0.3 | 0 | 2 | x | i | -7 | 15 | 1
Cc1ccc(NC(=O)COC(=O)C2CC3CCCC(C2)C3=O)c([N+](=O)[O-])c1 (stereo unspecified) | 0.2 | 1 | -0.4 | -26 | -6 | 15 | i | 14 | -17 | -2

A draw from above in order of molar mass, lowest first.
SMILES | LMPTP block | DNMT1 block | TbMetRS inhib | SUMO1 PPI mod | NadD inh | Scp1 inh | Neddyl block | NRP1-CendR mod | SKN-1 block | STEP block
NS(=O)(=O)c1ccc(CCNC(=O)c2ccccc2F)cc1 | -0.9 | 0 | -1.1 | 0 | -2 | -7 | i | -10 | -6 | 1
Cc1ccc(NC(=O)COC(=O)C2CC3CCCC(C2)C3=O)c([N+](=O)[O-])c1 (stereo unspecified) | 0.2 | 1 | -0.4 | -26 | -6 | 15 | i | 14 | -17 | -2
CC1(C2CC2)NC(=O)N(CC(=O)N2CCN(S(=O)(=O)c3ccc(F)c(F)c3)CC2)C1=O (stereo unspecified) | 0.8 | -2 | -0.3 | -3 | 11 | 11 | i | -9 | -6 | 1

(continued)
SMILES | LMPTP block | DNMT1 block | TbMetRS inhib | SUMO1 PPI mod | NadD inh | Scp1 inh | Neddyl block | NRP1-CendR mod | SKN-1 block | STEP block
CC1=NNC(=O)C1Cc1c(Cl)cccc1Cl (stereo unspecified) | 7.7 | 7 | 0.1 | -5 | 1 | -7 | i | -8 | -4 | 0
COC(=O)C1=C(N)Oc2cc(C)n(CC3CCCO3)c(=O)c2C1c1ccc(Cl)c(Cl)c1 (stereo unspecified) | -1.5 | 0 | 38* | 2 | -2 | 0 | i | 13 | 33* | -1
CC(C)C12CN3CC(C(C)C)(CN(C1)C3c1ccccc1O)C2=O (stereo unspecified) | 0.8 | 8 | -0.8 | -2 | -1 | 8 | i | -2 | -11 | 0
CCN(CC)CCCNC(=O)CN1C(=O)CSc2ccc(S(=O)(=O)N3CCOCC3)cc21 | -1.2 | -1 | 0.1 | 1 | -2 | -1 | i | -3 | 6 | -2
COCCN(C(=O)CSCC(=O)Nc1cccc(C)c1)c1c(N)n(Cc2ccccc2)c(=O)[nH]c1=O | -0.8 | 0 | -0.3 | 0 | -2 | -7 | i | 4 | 13 | -1
